Screens from PubChem BioAssay.
Shn3 inh set2 – reduction of Shn3 3'UTR firefly luciferase signal, primary screen, Schnurri-3 inhibitor project, cell-based, Clone20 osteoblasts, set 2; Clone20 osteoblast Shn3 3'UTR firefly luciferase, 24 h; inhibition, % at 12.5 µM; actives 0.52% (n = 360,000); AID 588674, 2011;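 active = mean inhibition of at least 75% with every replicate also reaching 75%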;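 also: 0% = median of neutral control wells and 100% = pilot-screen positive control compound; some compounds past the cut are filed as inactive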
NR2E3 ag-1 – NR2E3 agonists in two-hybrid cells, primary screen, cell-based, luminescence, CHO-S, Gal4-NCOR/VP16-NR2E3 | Photoreceptor-specific nuclear receptor (Homo sapiens), Q9Y5X4 | luciferase | inhibition of corepressor binding, % at 3.98 µM | actives 0.35% (n = 360,000) | AID 602229, 2012;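 active = inhibition above the mean of all tested compounds plus 3 SD, cut at about 70% in these data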;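 also: 0% = DMSO with NR2E3 transfected cells and 100% = cells lacking NR2E3 construct; higher means lower luciferase signal from less NR2E3 corepressor binding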
Target sequence (Q9Y5X4 whole entry, looked up, the tested form may be a part): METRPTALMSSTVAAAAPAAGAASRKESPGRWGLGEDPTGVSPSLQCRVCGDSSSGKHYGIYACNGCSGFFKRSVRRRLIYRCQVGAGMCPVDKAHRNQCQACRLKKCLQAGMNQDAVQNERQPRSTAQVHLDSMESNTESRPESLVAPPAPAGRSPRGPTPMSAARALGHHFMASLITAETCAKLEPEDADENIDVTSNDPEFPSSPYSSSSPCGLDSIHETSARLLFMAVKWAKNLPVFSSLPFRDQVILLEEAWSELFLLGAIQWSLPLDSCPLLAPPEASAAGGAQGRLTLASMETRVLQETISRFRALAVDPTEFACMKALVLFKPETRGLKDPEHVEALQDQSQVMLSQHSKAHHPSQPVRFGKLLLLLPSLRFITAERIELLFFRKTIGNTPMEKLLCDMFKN
KKLEB tox – cytotoxicity in KKLEB CF airway cells, primary screen, cytotoxicity control for CF NF-kB inhibitor project, cell-based, uHTS, fluorescence assay plates; KKLEB CF airway cells viability, ATPlite luminescence, overnight; stronger effect = lower value; cells stimulated with P. aeruginosa culture filtrate; activity change (cytotoxicity), % at 5 µM; actives 0.36% (n = 360,000); AID 602141, 2011;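 active = corrected activity change at or below -50% at 5 µM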
iPSC survival up – enhancers of single-cell hiPSC survival, primary screen, ATPlite luminescence | 100% = ROCK inhibitor wells, 0% = DMSO | survival enhancement, % at 20 µM | actives 0.044% (n = 360,000) | AID 602274, 2012; in the data active = survival enhancement above about 18%;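 also: cells exposed to compounds for 16 hours before the ATP read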
aDG glyco act – activators of alpha-DG glycosylation, primary screen, uHTS, Pro5-aDG cells, AlphaScreen. alpha-DG glycosylation AlphaScreen (IIH6); 0% Pro5, 100% B10-LARGE cell signal. activation, % at 10 µM. actives 0.22% (n = 360,000);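 active = activation of at least 8% versus controls, or a plate z-score of at least 8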;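 also: Pro5 are CHO cells carrying HIG-tagged alpha-DG that lacks glycosylation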
NR2E3 ag-2 – inhibitors of NR2E3-RetCOR corepressor binding, primary screen, NR2E3 agonist project, biochemical, TR-FRET, GST-NR2E3, biotin-RetCOR; 1536-well; Photoreceptor-specific nuclear receptor (Homo sapiens), Q9Y5X4; AID 2300, 2010; actives 0.12% (n = 320,000); inhibition of corepressor binding, % at 4.78 µM;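 active = percent inhibition above the cutoff of mean plus 3 SD of all tested compounds, set per screening campaign, cut at about 20% in these data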;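 also: 0% = DMSO wells and 100% = biotin wells as full block of FRET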
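System: GST-tagged NR2E3 plus biotinylated RetCOR corepressor; Buffer or medium: pH 7.5 Tris-based buffer; Probe or stimulus: RetCOR corepressor, biotinylated, 7 nM; Doses: compound at 4.8 µM, single dose; Schedule: 5 h incubation at 4 °C; Technique: time-resolved FRET; Evaluation: percent inhibition of TR-FRET ratio; Replication: one well per compound, singlicate testing.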
TWEAK Fn14 block – inhibitors of TWEAK-Fn14 signaling, primary screen, luciferase reporter cells, uHTS; TWEAK-stimulated Fn14 reporter cells, luciferase luminescence, 8 h; inhibition, % at 10 µM; actives 2% (n = 360,000); AID 1159606, 2016; in the data active = inhibition above about 50%
Peg3 prom inh – Peg3 promoter-driven luciferase inhibitors, primary screen, cell-based, HeLa, luciferase luminescence; inhibition, % at 20 µM; HeLa PEG-Prom luciferase reporter, overnight; actives 1.7% (n = 360,000); AID 588405, 2011;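 active = inhibition of at least 50% at 20 µM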
CF NFkB block – inhibitors of PAF-induced NF-kB signaling, primary screen, cell-based, GFP fluorescence, uHTS; KKLEB NF-kB-GFP reporter, GFP fluorescence overnight; inhibition, % at 5 µM; actives 0.86% (n = 360,000);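 active = at least 50% inhibition at 5 µM, scaled per plate between neutral and stimulator controls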;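 also: PAF is a Pseudomonas aeruginosa culture filtrate used as stimulus; plate controls were PAF-stimulated DMSO wells for no effect and unstimulated DMSO wells for full effect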
MITF TRPM1 inh – inhibitors of MITF-dependent TRPM1 promoter reporter, primary screen, cell-based, SK-MEL-5, single point, luciferase; SK-MEL-5 TRPM1 promoter luciferase, 24 h; inhibition, % at 12.5 µM; actives 0.83% (n = 330,000);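 active = mean inhibition across replicates of 60% or more, whatever share of single replicates reaches that level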; also: values of inactives mirror those of a sister screen read the other way
HIF-2a inh – HIF-2a reporter inhibitors, primary screen, luminescence, 786-0 RCC cells; actives 0.72% (n = 360,000); inhibition, % at 18.8 µM; 786-0 RCC cells HIF-2a reporter, luciferase luminescence, overnight;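 active = inhibition of the luminescence signal of 40% or more relative to plate controls, in a single-dose primary screen at 18.75 µM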
* = called active by the depositor; nt = no result given; & = joins results of further samples. Rows are unselected, and some 4.4% of all compounds hit somewhere here.

Compound,aDG glyco act,Shn3 inh set2,iPSC survival up,CF NFkB block,MITF TRPM1 inh,NR2E3 ag-1,NR2E3 ag-2,HIF-2a inh,TWEAK Fn14 block,Peg3 prom inh,KKLEB tox
CCO[C@@H]1OC(C(=O)NCc2ccccc2)=C[C@H](c2csc3ccccc23)[C@H]1CCCO,0.2,-12.1,-0.9,31.8,-0.8,26.7,0.1,19.1,-4.8,25.6,-14.7
Cc1nc2c(-c3ccc(F)cc3)c(C)nn2c(C)c1CCC(=O)N1CCN(c2ccc(F)cc2)CC1,0.2,-2.7,4.4,15.9,nt,-26.0,0.8,14.4,15.8,22.2,-13.7
O=S(=O)(c1ccc(Cl)cc1)N1CCN(Cc2cccnc2)CC1,0.1,9.2,-0.2,-3.5,6.8,4.7,5.0,-0.5,11.0,-1.6,-6.9
COc1ccccc1C(=O)NC(=O)COC(=O)c1cccc(NC(C)=O)c1,-0.2,17.5,-0.3,10.1,0.0,-47.0,-2.6,-2.2,-5.9,5.4,-13.1
O=C1NC[C@H](Cc2ccc(O)cc2)N(CCc2cccc3ccccc23)C1=O,0.8,3.1,-1.4,-1.7,-2.2,-28.7,-2.8,9.1,-2.4,6.7,11.6
CC(=O)C1=C(C)NC(=O)NC1c1ccc2c(c1)OCO2 (stereo not given),0.0,-4.5,0.2,-0.7,6.0,-44.5,0.2,-4.5,45.5,-8.0,-2.0
OCc1cc(C(O)CNCCCCCCOCCCCc2ccccc2)ccc1O (stereo not given),1.5,81.2,-0.1,9.3,1.7,-34.9,4.6&8.0,7.5,-3.7,7.8,-18.6
Cn1c([N+](=O)[O-])cnc1COC(N)=O,0.0,-9.9,-0.2,15.8,-7.7,2.4,0.2,0.7,4.3,6.1,8.0
C[C@H](NS(=O)(=O)c1ccc2c(c1)OCCCO2)C(=O)N1CCN(c2ccc(F)cc2)CC1,0.3,-1.5,1.2,1.3,0.0,2.4,2.3,10.0,18.9,12.0,-9.0
CN(C)S(=O)(=O)c1ccc(Cl)c(NC(=O)COC(=O)/C=C/c2ccco2)c1,0.0,7.2,-0.4,0.6,4.1,-7.9,2.8,14.5,-3.9,9.7,3.3
CCc1ccc2nc(N(CCCN(C)C)C(=O)c3ccc(S(=O)(=O)N4CCCC4)cc3)sc2c1,0.3,11.1,0.8,-7.0,-15.5,5.1,3.7,-9.1,-3.5,-55.4,-11.5
O=C1CCCN1CCCNS(=O)(=O)c1ccc(Cl)c(C(=O)N2CCOCC2)c1,-0.1,-22.9,9.7,-16.9,-1.0,4.5,-0.7,7.6,2.2,-2.8,4.4
CCN(CC)CCN(C(=O)c1ccc2ccccc2c1)c1nc2cc3c(cc2s1)OCO3,-0.3,9.9,-0.5,-8.9,-5.8,-19.0,-0.4,-21.7,-50.9,-44.8,-10.9
NC(=O)Cc1nc(-c2ccc([N+](=O)[O-])cc2)cs1,0.6,-8.8,1.2,2.7,-15.0,-14.4,1.4,-11.9,-7.4,-54.5,5.0
CCN(CC(=O)NCc1ccccc1Cl)CC(=O)Nc1c(F)cccc1F,0.2,nt,-0.6,-1.8,6.0,-24.4,7.5,3.0,-2.6,-1.5,-5.8
CCOC(=O)[C@@H]1[C@H]2COc3cc(OC)ccc3[C@H]2N2C(=O)N(c3ccc(C(F)(F)F)cc3)C(=O)[C@@]12C,0.1,-10.5,-2.1,18.4,14.3,9.4,0.1,11.2,-3.5,8.4,4.7
CCc1nccn1S(=O)(=O)c1ccc(Br)cc1Br,-0.1,-59.2,-3.0,-0.1,7.3,-6.5,3.0,13.4,-7.3,12.9,-0.1
Cn1cc(C(=O)NCc2ccccc2F)cn1,0.0,-3.2,1.8,9.4,3.4,1.5,2.7,5.3,18.4,-0.3,0.1
CCCOc1ccc(NC(=O)Cc2ccc(S(=O)(=O)N3CCOCC3)s2)cc1OCCC,-0.3,4.7,-0.2,1.8,3.9,-24.1,4.1,18.7,4.0,19.6,-3.6
CCOC(=O)c1cc2c(nc1N)CC(C)(CC)OC2 (stereo not given),0.0,-37.3,5.2,8.9,-81.9,-45.6,-2.5,-143.6,-3.4,-154.6,3.2
Cc1ccc2[nH]c(C(=O)O)c(NC(=O)CN3CCN(c4cccc(C)c4C)CC3)c2c1,0.0,17.3,6.0,-8.4,9.2,1.2,-2.4,8.6,9.6,20.2,-1.3
Cc1ccc(-c2nn3c(-c4ccccc4)nnc3o2)cc1,-0.2,-64.1,5.4,-8.6,nt,8.0,nt,-82.6,-23.1,-53.2,1.1
CCCCn1c(N)c(N(CCOC)C(=O)COC(=O)c2cc(CC)c(C)s2)c(=O)[nH]c1=O,-0.2,4.6,-0.3,7.1,-1.7,-8.5,3.1,8.8,7.7,0.9,-5.3
O=S(=O)(c1ccc(Br)cc1)N1CCC2(CC1)OCCO2,0.4,-17.7,-0.3,-5.1,-2.8,-8.8,0.6,-0.1,-1.8,-7.0,20.5
C[C@H](NC(=O)c1nc[nH]c1C(=O)N1CCN(C(=O)OC(C)(C)C)CC1)c1ccccc1,0.2,4.8,-1.0,-12.4,-6.0,8.9,4.8,-6.8,10.9,7.8,-7.2
CCOCCCn1c(=S)[nH]c2cc3c(cc2c1=O)OCO3,0.2,-16.6,0.9,16.8,0.9,-6.1,-0.4,-5.9,10.3,-3.5,-9.1
CCC(=O)Nc1sc2c(c1C#N)CC(C)(C)NC2(C)C,0.0,-28.2,0.1,-2.5,-4.3,-10.1,1.6,29.8,0.8,15.0,3.4
COCCn1c(SCCN2CCCCC2)nc2ccccc2c1=O,0.3,-3.7,0.1,2.7,-8.7,17.7,0.9,2.1,-16.2,-6.7,1.3
COCCN(C(=O)C1=COCCO1)c1c(N)n(Cc2ccccc2)c(=O)[nH]c1=O,0.0,2.2,0.4,11.8,-3.3,-1.1,-7.1,21.6,-28.0,1.3,-0.6
C=CCn1c(C#N)c(N)sc1=N,0.0,-15.9,-0.2,-2.5,12.8,4.6,1.8,12.2,-7.6,17.1,4.9
N#CCCN(C(=O)COC(=O)CCc1nc2ccccc2c(=O)[nH]1)c1ccccc1F,0.0,0.0,1.4,10.1,12.7,4.8,0.7,6.9,0.5,0.8,-9.1
Cc1ccc(S(=O)(=O)n2ccc3cccnc32)cc1,-0.3,-8.5,-2.4,10.7,11.1,-7.5,3.5,8.9,8.6,16.3,-6.8
Cc1cc(C)cc(OCC(=O)OCC(=O)N(C)CC(=O)Nc2ccc(F)cc2)c1,-0.4,-1.7,-0.4,-6.2,-2.5,-10.6,2.6,8.5,4.6,18.9,1.5
O=C(Nc1cccc(C(F)(F)F)c1)NC1CCCCC1,1.3,-25.2,1.0,11.6,-19.0,-19.4,4.3,-72.3,-45.9,-38.0,5.4
COc1ccc(N2CCN(S(=O)(=O)/C=C/c3ccccc3)CC2)cc1,-0.3,7.6,-2.2,-13.9,0.4,5.5,0.2,0.0,-11.2,11.4,5.1
Cn1cc(C2OC(=O)c3ccccc32)c2ccccc21 (stereo not given),0.5,1.4,-1.4,41.4,10.4,2.9,nt,12.7,38.7,4.4,4.6
COc1ccc2[nH]c3c(NCCN(C(C)C)C(C)C)ncnc3c2c1,-0.1,-17.8,3.3,-4.4,-19.8,-23.5,-1.9,-18.5,-14.8,-14.2,-2.6
Cc1oc(-c2ccccc2)nc1Cn1cccc1C1=NC(c2ccccc2)CO1 (stereo not given),0.6,42.1,-2.2,17.7,3.3,-1.1,-2.1,15.6,16.6,20.8,-4.5
COc1ccc(/C=N/NS(=O)(=O)c2ccc(C)cc2)cc1OC(=O)c1ccccc1,-0.1,-17.1,-1.9,-7.4,-5.7,-11.3,0.0,-67.9,13.6,-10.9,8.7
Cc1ccc(NC(=O)c2ccc3c(=O)n4c(nc3c2)CCCCC4)cc1F,0.1,-15.8,-0.4,-7.7,-12.7,-13.7,-1.7,-143.5,9.3,-87.3,2.0
CC(C)(C)C(=O)CN1C(=O)NC(c2ccccc2)(c2ccccc2)C1=O,0.0,5.2,0.2,-9.4,-18.4,-15.5,-0.2,15.6,0.2,3.9,10.9
CCC(C)NC(=O)CC(NS(=O)(=O)c1ccc(NC(C)=O)cc1)C(C)C (stereo not given),0.1,-22.9,0.3,-5.5,0.1,-12.3,0.1,12.7,-16.2,8.2,21.0

Quoted at random: two compounds from above.
Compound,aDG glyco act,Shn3 inh set2,iPSC survival up,CF NFkB block,MITF TRPM1 inh,NR2E3 ag-1,NR2E3 ag-2,HIF-2a inh,TWEAK Fn14 block,Peg3 prom inh,KKLEB tox
Cc1oc(-c2ccccc2)nc1Cn1cccc1C1=NC(c2ccccc2)CO1 (stereo not given),0.6,42.1,-2.2,17.7,3.3,-1.1,-2.1,15.6,16.6,20.8,-4.5
O=C(Nc1cccc(C(F)(F)F)c1)NC1CCCCC1,1.3,-25.2,1.0,11.6,-19.0,-19.4,4.3,-72.3,-45.9,-38.0,5.4
